p53 reactivation: mutant p53 re-activation in reporter cells; H1299 p53-A138V BP100-luciferase reporter, luminescence, 24 h; Potency, µM (titrated, usually from 92.2 µM), for inactives: top-dose activity change, positive = activation, most hits filed as activators; 320,000 tested, 0.063% active; AID 504706; also: % of control where 0% means no effect; nearly all actives have a fitted effect of over 45% in size
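H1299 (p53-null), stable ts p53-A138V + BP100-Luc; 1000 cells/well, Opti-MEM/10% FBS; cpd 4 pt, 1:5; 24 h, 37 deg C, 5% CO2; detection reagent 10 min RT; luminescence.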
FLuc modulator: inhibits or activates purified firefly luciferase, miR-21 counter-screen; Potency, µM (series often up to 57.5 µM), for inactives: at the highest dose activity change, negative = inhibition, actives largely listed as inhibitors; P08659; 360,000 tested, 6.9% active; purified FLuc, Km substrates, luminescence inhibition;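 also: plate controls were vehicle for no effect and reference inhibitor for full effect; nearly all actives have a fitted effect of over 55% in size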
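Purified P. pyralis luciferase (10nM final) with 10uM D-luciferin and 10uM ATP (Km levels) in 50mM Tris acetate pH 7.5, 10mM Mg acetate, 0.01% Tween-20, 0.05% BSA; qHTS 6-point titration, ~60 µM downward; luminescence read.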
ELG1 genotoxic: inducers of genotoxicity in HEK293T ELG1-luciferase cells; HEK293T ELG1-luciferase reporter, luminescence, 16 h; Potency, µM (doses to about 46 µM), for the others: top-dose activity change, positive = activation, actives largely listed as activators; 330,000 tested, 1.3% active; AID 504466; also: % of control where 0% means no effect; nearly all actives have a fitted effect of over 60% in size
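Quantitative HTS format in 1536-well plates. HEK293T ELG1-luciferase reporter cells receive test compound and are incubated 16 hr at 37 °C, 5% CO2; ONE-Glo added, 30 min room temperature, then luminescence read.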
Gal4-VP16 FLuc: inhibits Gal4-VP16 luciferase reporter, ROR gamma counter-screen; Drosophila S2 Gal4-VP16 UAS-luciferase, luminescence, 20 h; Potency, µM (titrated, usually from 53.6 µM), inactives show at the highest dose activity, negative = inhibition, hits mostly inhibitors; 310,000 tested, 3.5% active;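 also: Gal4-VP16 expression switched on by copper sulfate through the metallothionein promoter; % is scaled to controls: 0 for no effect and ±100 for the full control effect; nearly all actives have a fitted effect of over 50% in size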
NPC1 promoter act: NPC1 promoter activation; Huh7 NPC1 promoter luciferase reporter, 24 h; Potency, µM (doses to about 9.22 µM), inactives show at the top dose activation, most hits filed as activators; 320,000 tested, 2.4% active; AID 485313;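 also: % of control where 0% means no effect; nearly all actives have a fitted effect of over 60% in size; reporter is driven by a mutant NPC1 promoter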
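Quantitative HTS used a cell-based reporter: Huh7 cells stably bearing the NPC1 promoter upstream of luciferase were treated with compounds for 24 h, and promoter activation was read as luminescence.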
uPA surface inh: inhibitors of cell surface uPA generation; cell surface uPA generation assay, qHTS; Potency, µM (top dose mostly 38.3 µM), for the others: at the highest dose activity change, negative = inhibition, actives largely listed as inhibitors; 330,000 tested, 0.31% active; active = well fitted inhibition curve with a large enough effect; inconclusive = small, poorly fitted or top-dose-only effect; inactive = no such curve, though single readings can be large or run the other way; tested in mouse RAW 264.7 cells; also: % is scaled to controls: 0 for no effect and ±100 for the full control effect; nearly all actives have a fitted effect of over 55% in size
Rab9 prom act: Rab9 promoter activation; Huh7 Rab9 promoter-luciferase reporter, luminescence, 24 h; Potency, µM (doses to about 9.22 µM), for inactives: top-dose activation, negative = inhibition, most hits filed as activators; 320,000 tested, 2.8% active; AID 485297; also: % of control where 0% means no effect; nearly all actives have a fitted effect of over 60% in size
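Cells were plated at 1500 per well in reduced-serum medium with 10% FBS and left 2 h. Compound in DMSO was then added for 24 h at 37 °C. Reporter signal was read by luminescence after 10 min with luciferase detection reagent.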
RORgamma inh: inhibitors of mouse ROR gamma transcriptional activity; P51450; Drosophila S2 Gal4-RORgamma UAS-luciferase reporter, 20 h; Potency, µM (doses to about 53.6 µM), without a hit: top-dose activity change, negative = inhibition, usual class: inhibitors; 310,000 tested, 5.4% active; AID 2551; also: % is scaled to controls: 0 for no effect and ±100 for the full control effect; nearly all actives have a fitted effect of over 60% in size
Target sequence (P51450 whole entry, looked up, the tested form may be a part): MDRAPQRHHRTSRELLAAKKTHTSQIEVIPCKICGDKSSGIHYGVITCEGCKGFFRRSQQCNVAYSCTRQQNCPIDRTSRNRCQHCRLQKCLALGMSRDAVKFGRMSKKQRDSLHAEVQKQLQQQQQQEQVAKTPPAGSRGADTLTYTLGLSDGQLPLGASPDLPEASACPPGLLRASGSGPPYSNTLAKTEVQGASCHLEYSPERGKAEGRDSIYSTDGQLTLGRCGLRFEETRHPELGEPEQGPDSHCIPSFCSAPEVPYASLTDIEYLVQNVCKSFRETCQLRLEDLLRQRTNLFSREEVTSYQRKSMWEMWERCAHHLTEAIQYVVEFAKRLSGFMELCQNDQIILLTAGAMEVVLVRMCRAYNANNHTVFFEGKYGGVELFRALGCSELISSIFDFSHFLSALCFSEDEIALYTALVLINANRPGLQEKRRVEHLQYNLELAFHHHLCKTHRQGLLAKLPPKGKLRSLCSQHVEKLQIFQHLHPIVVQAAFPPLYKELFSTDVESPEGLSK
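Stably transfected Drosophila Schneider cells are the test system, with ROR gamma fused to Gal4 and luciferase under UAS control; luminescence is read after 20 hr of 700 uM copper sulfate induction at ambient temperature.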
MBNL1-CUG inh: MBNL1-poly(CUG) RNA binding inhibition. TR-FRET MBNL1-His/biotin-(CUG)12 binding, 665/545 ratio. AID 2675. 280,000 tested, 0.036% active. Q9NR56. Potency, µM (top dose mostly 57.5 µM), for inactives: top-dose activity change, negative = inhibition, most hits filed as inhibitors; active = well fitted inhibition curve with a large enough effect in the signal ratio, with a control signal flat, not every such curve was filed as active; inconclusive = small, poorly fitted or top-dose-only effect, or effect the other way, or a change in a side signal; inactive = no such curve, though single readings can be large or run the other way; the % refers to the signal ratio; also: % is scaled to controls: 0 for no effect and ±100 for the full control effect
Target sequence (Q9NR56 whole entry, looked up): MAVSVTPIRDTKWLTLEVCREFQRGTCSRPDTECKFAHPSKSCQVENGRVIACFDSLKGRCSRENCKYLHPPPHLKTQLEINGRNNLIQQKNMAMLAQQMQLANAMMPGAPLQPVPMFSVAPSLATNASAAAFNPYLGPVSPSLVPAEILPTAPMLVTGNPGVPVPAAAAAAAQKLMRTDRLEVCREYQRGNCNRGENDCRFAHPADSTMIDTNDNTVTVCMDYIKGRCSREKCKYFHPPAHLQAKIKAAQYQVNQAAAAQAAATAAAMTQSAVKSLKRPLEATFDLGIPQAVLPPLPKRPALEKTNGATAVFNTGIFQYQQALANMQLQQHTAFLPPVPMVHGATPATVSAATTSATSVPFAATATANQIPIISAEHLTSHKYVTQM
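Compounds (final 92 nM to 58 uM) are added to His-tagged MBNL1 and biotin-(CUG)12, then terbium anti-His antibody and streptavidin-XL665 (5 nM final). After 60 min at room temperature, the 665/545 nm ratio is read.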
BRCA1 expr up: increases BRCA1 expression; Potency, µM (highest dose often 46.1 µM), for inactives: top-dose activation, usual class: activators; MCF7-BRCA1-FFLuc reporter, luminescence, 48 h; response scale: scaled: vehicle 0%, 10 µM genistein 100%; 380,000 tested, 1.1% active; AID 624202; also: nearly all actives have a fitted effect of over 80% in size; some results filed as inactive show a strong effect at the top dose
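Luminescence from a BRCA1-driven firefly luciferase in MCF7 cells was the read-out, taken 15 min after substrate addition following 48 h compound exposure at 37 °C. Data were normalized to a 10 microM genistein control and DMSO vehicle.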
* = called active by the depositor; ? = inconclusive; nt = not tested or not shown; & = joins results of further samples; ! = not confirmed by another sample; [ ] = dose if it differs, or a comment. Unless noted, calls follow the shape of the dose curve; as a rule, active = well fitted curve in the direction sought with a large enough effect; inconclusive = small, poorly fitted or top-dose-only effect, or another doubt; inactive = no such curve, though single readings can be large; an effect the other way counts as inactive or inconclusive. Potency is read from the fitted curve at half-maximal effect. Hits appear at their usual frequency. Share with any hit: about 13%.

SMILES	p53 reactivation	FLuc modulator	ELG1 genotoxic	Gal4-VP16 FLuc	NPC1 promoter act	uPA surface inh	Rab9 prom act	RORgamma inh	MBNL1-CUG inh	BRCA1 expr up
COc1ccccc1CNC(=O)CCC(=O)N1CC(C)Sc2ccccc21 (stereo unspecified)	nt	0%&-8%	-3%	-2%	0%	13%	-4%	-1%	-11%	8%
CCOc1ccc(CNn2nnnc2N)cc1	1%	-1%	5%	-2%	2%	1%	4%	11%	-3%	23%
O=C(CSc1nc(O)cc(=O)n1-c1ccccc1)Nc1nc2ccccc2s1	2%	-8%	-1%	-8%	-2%	0%	3%	-4%	-2%	-10%
CC(NC(=S)Nc1cccc(F)c1)C(c1cccs1)N1CCOCC1 (stereo unspecified)	1%	-1%	3%	?	-2%	5%	0%	8.9µM*	-8%	-21%
Cc1ccc(-c2c(C(=O)N/N=C/c3ccc(OC(C)C)cc3)nnn2-c2nonc2N)cc1	-1%	?	1%	?	-3%	-26%	1%	-98%	-2%	6%
C#CCOCCOCCOCCNc1nc(N2CCN(C(=O)[C@H](CCCCN)n3cc([C@@H](N)CO)nn3)CC2)nc(N2CCN(C(=O)[C@H](Cc3cc4ccccc4[nH]3)n3cc([C@@H](N)CC(C)C)nn3)CC2)n1	1%	-1%	8%	-7%	-1%	nt	10%	-6%	-13%	nt
Cc1cccc(C(=O)Nc2nnc(COc3ccccc3)s2)c1	-3%	0%	-1%	-5%	-2%	-11%	-6%	4%	8%	2%
O=C(C1CCN(S(=O)(=O)c2cccs2)CC1)N1CCN(c2ccccc2)CC1	-1%	0%	1%	4%	2%	-7%	-2%	35%	1%	-6%[1.84 µM]
O=C(NCCF)[C@H]1C[C@@H]1[C@H](NP(=O)(c1ccccc1)c1ccccc1)c1ccccc1	-2%	2%	0%	-4%&-8%	-5%	14%	-1%	2%&2%	-24%	-2%
CCOC(=O)c1c(C)[nH]c(C)c1C(=O)COC(=O)/C=C/c1ccc(Cl)cc1	-5%	-5%	0%	-9%	-1%	3%	-7%	-11%	4%	-37%
CCOCCn1c(SCc2c(F)cccc2Cl)nc2c1c(=O)[nH]c(=O)n2C	-3%	5%[2.3 µM]	4%	12%	-2%	-2%	0%	14%	-5%	-4%
CCc1nc(N[C@@H](CC(C)C)C(=O)O)c2oc3ccccc3c2n1	0%	-20%	0%	-6%	-1%	-1%	-5%	3%	2%	16%
CCCNC(=O)c1ccc(N2CCC3(CC2)CC(c2cccc(Br)c2)=NO3)c(NC(=O)c2ccc(Cl)c([N+](=O)[O-])c2)c1	4%	2%	11%	nt	-13%	-1%	7%	nt	nt	-16%
CN(CC(=O)Nc1cccc(F)c1)C(=O)CSc1nc2ccccc2s1	4%	?	0%	nt	1%	13%	12%	nt	nt	-3%
O=C(C1CC2C=CC1C2)N1CCN(c2ccccc2)CC1 (stereo unspecified)	3%	-5%	-5%	2%[10 µM]	2%	8%	-8%	3%	-7%	-3%
O=C(CCC(=O)N1CCN(S(=O)(=O)c2ccc(Cl)cc2)CC1)NCc1ccccc1	-6%	0%	3%	?	-3%	3%	-3%	?	nt	-20%
CCn1ccc(C(=O)NCc2ccc3c(c2)OCO3)n1	3%	-12%	10%	7%	0%	3%	11%	-3%	-1%	-22%
Cc1noc(C)c1C(=O)N1CCCc2ccccc21	13%	5%	1%	0%	-2%	2%	4%	-15%	2%	1%
COc1ccccc1C(=O)NCCC(=O)NCC(C)(C)N1CCOCC1	-3%	4%	0%	5%	4%	-2%	7%	5%	-9%	-18%
CN1C[C@@H]2C(c3ccccc3)C3(c4ccccc4)CC2(C3)[C@H]1c1ccccc1 (stereo partly specified)	-1%	0%	0%	1%&-1%	2%	-7%	-9%	9%&3%	-3%	18%
CC(=O)N1CCN2C(=O)C1CCCC(=O)c1cc(C(C)C)ccc12 (stereo unspecified)	-3%	2%	1%	-22%	0%	-1%	0%	-23%	0%	22%
CCCOc1ccc(OCCNC2CCCC2)cc1	0%	-1%	0%	-5%	-8%	-1%	-8%	-6%	2%	14%
COc1ccc(N(CC(=O)Nc2ccccc2Cl)S(=O)(=O)c2ccc(C)cc2)cc1OC	nt	2%	-2%	17%	0%	-21%	0%	-6%	1%	2%
Cc1ccc(S(=O)(=O)Nc2ccccc2F)cc1C(=O)NNC(=O)c1csc(N2CCOCC2)n1	-4%	-1%	-1%	nt	-1%	1%	-10%	nt	nt	-8%
Cc1nc2ccc3nc(NC(=O)c4ccc5c(c4)OCCO5)sc3c2s1	3%	?	3%&-1%	-2%	13%	1%	19%	-37%	?	8.9µM*!

Reprinted from the part before: three entries, followed by the next part.
SMILES	p53 reactivation	FLuc modulator	ELG1 genotoxic	Gal4-VP16 FLuc	NPC1 promoter act	uPA surface inh	Rab9 prom act	RORgamma inh	MBNL1-CUG inh	BRCA1 expr up
COc1ccc(N(CC(=O)Nc2ccccc2Cl)S(=O)(=O)c2ccc(C)cc2)cc1OC	nt	2%	-2%	17%	0%	-21%	0%	-6%	1%	2%
Cc1ccc(S(=O)(=O)Nc2ccccc2F)cc1C(=O)NNC(=O)c1csc(N2CCOCC2)n1	-4%	-1%	-1%	nt	-1%	1%	-10%	nt	nt	-8%
Cc1nc2ccc3nc(NC(=O)c4ccc5c(c4)OCCO5)sc3c2s1	3%	?	3%&-1%	-2%	13%	1%	19%	-37%	?	8.9µM*!
COc1ccc(C(CNC(=O)c2ccc(S(=O)(=O)N3CCCC3)cc2)N2CCOCC2)cc1 (stereo unspecified)	-4%	-3%	-1%	-5%	-2%	0%	-1%	-16%	3%	6%
Cc1ccc(C)c(NC(=O)CN(C)C(=O)c2ccccc2Cc2ccccc2)c1	1%	8%	-1%	nt	-4%	-2%	0%	nt	nt	-28%
O=C(CCC1CCCC1)NNC(=O)c1cccc(Cl)c1	-3%	5%	0%	2%	-4%	2%	1%	-1%	0%	16%
COc1ccccc1N1CCN(C(=O)CN(c2ccc(C)c(C)c2)S(C)(=O)=O)CC1	-2%	-1%	-1%	11%	3%	1%	-9%	23%	-6%	-25%
C=CCN=C1CC(C)(C)CC(=O)/C1=C(\O)c1ccccc1	-4%	2%	0%	7%	-4%	-8%	0%	21%	5%	-12%
CN(c1ccc(C(=O)NCc2cccs2)cc1)S(=O)(=O)c1ccccc1	7%	-3%	-6%	1%	1%	2.2µM*	0%	14%	3%	-19%
c1ccc(CCn2c3ccccc3c3nnc(SCc4ccc5nonc5c4)nc32)cc1	1%	-1%	-5%	-6%	0%	?	1%	-12%	6%	-49%
CN1CCN(C(=O)CNc2ccc(C(F)(F)F)cc2[N+](=O)[O-])CC1	13%	-1%	-1%	-1%	-3%	-3%	-3%	10%	?	-39%
Cn1c(COc2ccccc2)nnc1SCC(=O)Nc1ccc(N2CCOCC2)cc1	5%	?	13%	9%	10%	-5%	2%	-1%	2%	12%
NC(=S)N/N=C1\CC(n2nnnc2-c2ccccc2)C2COC1O2 (stereo unspecified)	-1%	2%	5%	?	-1%	-2%	-2%	?	-1%	-16%
CCCn1nnc(NC(=O)c2cccc(OCC(C)C)c2)n1	7%	?	16%	3%	23%	-1%	26%	15%	-5%	59%
O=C(CCSc1ccccc1)Nc1nnc(-c2ccccc2)o1	3%	1%	-1%	11µM*	1%	?	-2%	10µM*	20%	0%
O=C(COc1ccccc1F)Nc1nc(-c2ccccn2)cs1	?	nt	7%	nt	nt	-6%	nt	nt	nt	-81%
Cc1ccc(S(=O)(=O)NCCNC(=O)c2nonc2N)cc1	-3%	4%	-2%	-15%	-2%	0%	1%	11%	-1%	-13%
COC(=O)c1ccc(C2/C(=C(/O)c3ccc4c(c3)CC(C)O4)C(=O)C(=O)N2Cc2cccnc2)cc1 (stereo unspecified)	-1%	2%	2%	0%	-3%	11%	2%	6%	3%	9%
O=C(Nc1ccncc1)C1CCCN(S(=O)(=O)c2cccc3cccnc23)C1 (stereo unspecified)	-6%	-1%	-35%[inhibitor]	-21%	-29%	?	-27%	-23%	?	-48%

Full records, looked up by structure. Values in the order: p53 reactivation | FLuc modulator | ELG1 genotoxic | Gal4-VP16 FLuc | NPC1 promoter act | uPA surface inh | Rab9 prom act | RORgamma inh | MBNL1-CUG inh | BRCA1 expr up
Cc1ccc(S(=O)(=O)NCCNC(=O)c2nonc2N)cc1 across the screens: -3% | 4% | -2% | -15% | -2% | 0% | 1% | 11% | -1% | -13%
CCCOc1ccc(OCCNC2CCCC2)cc1 across the screens: 0% | -1% | 0% | -5% | -8% | -1% | -8% | -6% | 2% | 14%

High-throughput results as filed in PubChem BioAssay.
